High-throughput results (PubChem)
Growth percent in the NCI-60 one-dose screen (48 h, 10 µM unless noted): 100 = growth as untreated, 0 = no growth, -100 = all killed.
KM12 = KM12 colon cancer cells. actives 5% (n = 82,000)
COLO 205 = COLO 205 colon cancer | AID 1794742 | actives 7.3% (n = 79,000)
SNB-19 = SNB-19 CNS cancer cells. actives 2.5% (n = 81,000)
HT29 = HT29 colon cancer | actives 7.4% (n = 81,000) | AID 1794748
HCC-2998 = HCC-2998 colon cancer. actives 4.7% (n = 79,000)
SNB-75 = SNB-75 CNS cancer. actives 5% (n = 79,000)
SW-620 = SW-620 colon cancer; actives 5.2% (n = 82,000); AID 1794795
HCT-116 = HCT-116 colon cancer; actives 7.3% (n = 82,000)
HCT-15 = HCT-15 colon cancer | actives 5.2% (n = 82,000) | AID 1794746
Numbers without * were called inactive; . = not tested or not shown; & = joins results of further samples. The calls were made as follows: active = growth percent below 10; inactive = the rest.

SMILES	KM12	COLO 205	SNB-19	HT29	HCC-2998	SNB-75	SW-620	HCT-116	HCT-15
CC(=O)N1c2ccccc2C=CC1C#N (centres undefined)	106	111	107	103	109	79	99	89	109
Cc1ccc(C2=NN3C(C2)c2ccccc2OC32C(=O)Nc3ccc(Br)cc32)o1 (centres undefined)	106	106	102	113	102	96	103	106	106
Cc1nc2ccccc2n1CC1SC(=N)NC1=O (centres undefined)	100	103	94	100	104	68	100	107	96
Oc1cc2ccccc2nc1-c1ccccc1Cl	95	111	95	71	94	68	100	90	106
C/C(=N\NC(N)=S)c1nnn(-c2ccc(S(N)(=O)=O)cc2)c1C	101	116	100	102	105	78	104	104	107
CCCCCN(CCCCC)CCCCCCCCCN1CCCc2cc(OC)ccc21	73	67	87	45	78	92	79	47	60
CN1CCN(C(=O)[C@]23CCC(C)(C)C[C@@H]2C2=CC[C@@H]4[C@@]5(C)CCCNC(C)(C)[C@@H]5CC[C@@]4(C)[C@]2(C)CC3)CC1	107	102	98	85	102	107	96	100	93
CCCCOC(=O)c1ccc(Nc2cc(C)nc3ccc(OC)cc23)cc1	92	99	92	84	108	87	95	83	89
Cc1cc(C)n(-c2ncc(C#N)c(N)n2)n1	100	117	95	97	122	98	106	105	110
CCn1c(SCC(=O)NN)nc2c1c(=O)n(C)c(=O)n2C	100	107	97	103	101	82	97	103	103
CC(C)c1ccccc1NC(=O)N1CCC(C(C)C)CC1	113	117	107	107	109	89	107	108	110
CS(=O)(=O)Oc1c(Cl)c(Cl)c(OS(C)(=O)=O)c(Cl)c1Cl	125	113	111	105	113	76	114	102	.
COc1cc(OC)c2cc(-c3nc(OC)nc(OC)n3)cnc2c1	100	111	105	85	105	92	99	84	96
NC(N)=N/N=C/CN1C(=O)c2ccccc2C1=O	109	114	108	101	103	101	109	108	101
CC1(C)CC(NCc2ccccc2)=CC(=S)N1	108	112	94	103	105	80	108	97	112
O=C(Cn1cc(CN2CCN(c3ccnc4cc(Cl)ccc34)CC2)nn1)Nc1ccc([N+](=O)[O-])cc1	100	114	84	117	106	92	99	93	95
COc1nc2c(cc1S(=O)(=O)c1ccccc1)CCCc1ccn(C)c1-2	86	92	94	73	96	88	91	66	90
Nc1nc(-c2n[nH]c(=S)n2-c2ccc(Cl)cc2)cs1	98	.	99	108	99	88	111	101	100
COc1ccc(C(c2ccc(OC)c(OC)c2)c2ccc(OC)c(OC)c2)cc1OC	106	110	104	101	113	91	99	89	107
CCCC(=O)c1cc(C)cs1	95	100	106	110	107	96	96	105	99
CCOC(=O)C(=NNc1ccccc1)C(=O)OCC	105	105	101	103	95	106	109	91	106
O=S(=O)(COCc1ccc(Cl)c(Cl)c1)c1ccccc1	110	111	104	98	92	88	105	93	110
CCN(CC)CC(OC)C(O)COC (centres undefined)	105	.	102	100	96	109	102	105	116
Nc1ncnc2c1N=C1c3ccccc3C(=O)C1C(c1ccc(Cl)cc1)N2 (centres undefined)	95	99	89	187	83	149	99	88	86
Clc1ccc(Br)c(-c2nc3ccccc3[nH]2)c1	101&110	118&118	98&98	100&109	103&104	74&80	101&115	96&97	99&99
Going on with the list.
SMILES	KM12	COLO 205	SNB-19	HT29	HCC-2998	SNB-75	SW-620	HCT-116	HCT-15
Cc1cnccc1N	101	105	102	109	110	98	98	105	105
CCN(CC)c1ccc(/C=C2\Oc3ccc(O)c(-c4ccccc4)c3C2=O)cc1	99	.	94	82	103	93	97	72	66
COc1ccc(N=Nc2c(N)nn3c(-c4ccc(C)cc4)ccnc23)cc1	104	120	103	95	98	126	101	98	98
O=C(CSc1nnc(-c2cc(-c3ccccc3)nc3ccccc23)n1-c1ccccc1)c1ccccc1	96	103	99	88	101	90	99	109	111
CCCCCCCNc1nc(C(=O)OCCCC)ncc1-c1ccc(C(F)(F)F)cc1	103	103	97	.	108	85	104	99	95
Cc1cc(C)c2c(=O)cc(C(=O)Nc3nonc3-c3ccc4c(c3)CCCC4)oc2c1	98	107	97	103	109	92	100	102	101
COc1ccc(-c2cnnn2-c2nonc2-n2cccc2)cc1OC	32	44	84	12	62	51	27	36	.
CCCC(=O)NC(c1ccc2c(c1)OCO2)c1cc(Cl)c2cccnc2c1O (centres undefined)	34	11	24	21	43	6.7*	25	23	31
CCOCc1nc2nc(Cl)c(Cl)nc2[nH]1	98	118	.	103	.	79	104	103	103
CCN(CC)Cc1cc(Nc2c3ccc(Cl)cc3nc3ccc(OC)cc23)ccc1O	41	6.0*	57	12	44	103	32	13	34
CCOC(=O)C(=Cc1ccccc1)C(=O)OCC	93	117	99	103	108	94	105	70	79
Nc1ccc(S(=O)(=O)c2ccc(NO)cc2)cc1	116	111	97	101	93	88	104	99	116
NNC(=O)NCn1c(=O)[nH]c2ccccc2c1=O	112	119	100	101	102	95	105	107	98
Cc1cc([N+](=O)[O-])c2ccccc2c1N	96	82	100	74	101	86	85	82	81
COc1ccc(/C=C/C(=O)c2c(C)nc3ccccc3c2/C=C/c2ccccc2)cc1OC	40	50	69	34	79	48	24	13	29
NCCCC[C@H](NC(=O)[C@@H]1CCCN1C(=O)Cc1cccc2ccccc12)C(=O)N[C@@H](CCCN=C(N)N)C(N)=O	99	110	95	107	93	93	98	99	98
CCOC(=O)c1ccc(C)cc1	108	119	113	113	108	87	106	100	107
CCCCCc1ccc(S(=O)(=O)Nc2cc(-c3csc(NC(=O)CN4CCN(C)CC4)n3)ccc2OC)cc1	26	-58*	6.6*	-31*	-50*	91	-27*	-71*	-59*
CC(C)Sc1nc(N)nc2nc[nH]c12	108	104	93	107	102	109	124	92	115
CCCCN1C(=O)/C(=c2\sc3n(c2=O)NC2C(N=3)N(CC)C(=O)N2CC)c2ccccc21 (centres undefined)	20	25	62	16	64	11	36	13	34
COC(=O)C(Cc1ccccc1)NS(=O)(=O)/N=C1\NC(=O)NC1=C(Cl)Cl (centres undefined)	9.5*	133	94	127	113	106	99	77	100
Cc1ccc(/C(C#N)=C/c2ccc3c(c2)OCO3)cc1	26	66	88	37	74	68	32	73	69
COC(=O)c1ccc(N)cc1O	106	108	106	94	96	106	105	99	98
CCCNc1nc(SC)nc(-c2cccc(N)c2)c1C#N	101	119	92	116	108	54	99	96	102
COc1cc(Cc2cc(-c3ccccc3)nn(C/C(=N/O)c3ccccc3)c2=O)cc(OC)c1OC	93	75	78	77	92	70	84	67	76
Additional structures follow.
SMILES	KM12	COLO 205	SNB-19	HT29	HCC-2998	SNB-75	SW-620	HCT-116	HCT-15
COc1ccc(C(O)Cc2ccc(Cl)cc2)cc1 (centres undefined)	99	103	.	98	114	88	92	98	95
C/C=C/C(/C=C/C)(C(=O)OCCN(CC)CC)C(/C=C/C)(/C=C/C)C(=O)OCCN(CC)CC	96	107	100	99	113	90	105	96	105
Cn1c(=O)c2[nH]c(CCCCC(=O)O)nc2n(C)c1=O	106	103	114	110	111	95	101	106	107
COc1ccc(OC)c(C(=O)CCCCC(=O)c2cc(OC)ccc2OC)c1	90&96	107&111	93&90	85&76	106&92	89&68	89&89	85&61	92&75
O=C1N/C(=N\c2ncn[nH]2)S/C1=C\c1cccs1	95	108	81	103	99	98	101	86	84
CCOC(=O)c1c2c(c(C)n1Cc1ccc(OC)cc1)-c1[nH]c(=O)ncc1CC2	111	127	104	117	115	96	99	95	108
CC(=O)CCC(NC(C)=O)C(=O)O (centres undefined)	104	100	102	96	105	93	103	75	95
COC1OC(COS(=O)(=O)c2ccc(C)cc2)C2OC(C)(C)OC12 (centres undefined)	97	127	99	100	94	75	93	101	99
N#Cc1c(NC(=O)c2cccs2)[n+]([O-])c2cc(Cl)c(Cl)cc2[n+]1[O-]	95	147	87	104	.	100	117	98	86
c1ccc(CN(Cc2ccccc2)c2ccccc2)cc1	97	104	101	68	116	89	90	76	98
O=C(NO)c1ccc(O)cc1	100	106	94	103	104	103	103	104	114
N#Cc1nc(-c2ccc(Cl)cc2)oc1N1CCN(c2ccc(F)cc2)CC1	105	114	95	106	109	94	100	104	106
Cc1cc2c(cc1C)NC1=C(N2)OC(c2cccc(O)c2)C1=O (centres undefined)	105	90	83	108	127	81	104	98	101
CC(=NC(C)(C)C)Nc1ccc(Cl)cc1	97	99	101	101	99	91	111	102	94
COc1cc(C(=O)Cn2nnnc2C(=O)c2ccccc2)cc(OC)c1OC	111	120	104	109	101	90	101	100	108
NCC1CC1	101	112	100	92	97	87	111	123	104
COc1ccc(NC(=O)C(=O)NNC(=O)c2sc(NNC(C)=O)nc2C)c([N+](=O)[O-])c1	98	.	105	107	104	87	99	90	110
O=C1CC(c2nc3ccccc3s2)CN1c1ccccc1 (centres undefined)	97	106	104	101	92	98	100	109	104
Clc1ccc(-c2cc(-n3nnnc3-c3ccccc3)no2)cc1	111	109	101	104	94	79	99	101	103
Cc1c(C(=O)Nc2ccc(Cl)cc2)sc2c(=O)[nH]cnc12	104	116	103	94	113	85	108	102	104
COc1cc(/C=C2/C(=O)Nc3ccc(Cl)cc32)ccc1OCc1ccccc1	101	108	96	102	107	92	96	113	96
C/C(=N/O)c1ccc(-n2c(=O)c3cc4c(=O)n(-c5ccc(/C(C)=N\O)cc5)c(=O)c4cc3c2=O)cc1	103	111	96	105	101	95	102	106	103
CN(C)S(=O)(=O)c1ncc2[nH]cnc2n1	105	106	100	95	119	100	108	102	108
CC(Nc1c(C#N)cnc2ccc(-c3cncc(-c4n[nH]c(=O)o4)c3)cc12)c1ccccc1 (centres undefined)	17	-6.0*	11	20	26	7.1*	19	0.1*	10
COc1ccc(/C(=C2/O[C@@H]([C@H]3COC(C)(C)O3)[C@H]3OC(C)(C)O[C@@H]23)c2cc(OC)c(OC)c(OC)c2)cc1O	5.7*	121	28	113	.	24	.	78	33

16 of these compounds, reformatted:
| canonical_smiles | KM12 | COLO 205 | SNB-19 | HT29 | HCC-2998 | SNB-75 | SW-620 | HCT-116 | HCT-15 |
| --- | --- | --- | --- | --- | --- | --- | --- | --- | --- |
| c1ccc(CN(Cc2ccccc2)c2ccccc2)cc1 | 97 | 104 | 101 | 68 | 116 | 89 | 90 | 76 | 98 |
| O=C(NO)c1ccc(O)cc1 | 100 | 106 | 94 | 103 | 104 | 103 | 103 | 104 | 114 |
| N#Cc1nc(-c2ccc(Cl)cc2)oc1N1CCN(c2ccc(F)cc2)CC1 | 105 | 114 | 95 | 106 | 109 | 94 | 100 | 104 | 106 |
| Cc1cc2c(cc1C)NC1=C(N2)OC(c2cccc(O)c2)C1=O (centres undefined) | 105 | 90 | 83 | 108 | 127 | 81 | 104 | 98 | 101 |
| CC(=NC(C)(C)C)Nc1ccc(Cl)cc1 | 97 | 99 | 101 | 101 | 99 | 91 | 111 | 102 | 94 |
| COc1cc(C(=O)Cn2nnnc2C(=O)c2ccccc2)cc(OC)c1OC | 111 | 120 | 104 | 109 | 101 | 90 | 101 | 100 | 108 |
| NCC1CC1 | 101 | 112 | 100 | 92 | 97 | 87 | 111 | 123 | 104 |
| COc1ccc(NC(=O)C(=O)NNC(=O)c2sc(NNC(C)=O)nc2C)c([N+](=O)[O-])c1 | 98 | . | 105 | 107 | 104 | 87 | 99 | 90 | 110 |
| O=C1CC(c2nc3ccccc3s2)CN1c1ccccc1 (centres undefined) | 97 | 106 | 104 | 101 | 92 | 98 | 100 | 109 | 104 |
| Clc1ccc(-c2cc(-n3nnnc3-c3ccccc3)no2)cc1 | 111 | 109 | 101 | 104 | 94 | 79 | 99 | 101 | 103 |
| Cc1c(C(=O)Nc2ccc(Cl)cc2)sc2c(=O)[nH]cnc12 | 104 | 116 | 103 | 94 | 113 | 85 | 108 | 102 | 104 |
| COc1cc(/C=C2/C(=O)Nc3ccc(Cl)cc32)ccc1OCc1ccccc1 | 101 | 108 | 96 | 102 | 107 | 92 | 96 | 113 | 96 |
| C/C(=N/O)c1ccc(-n2c(=O)c3cc4c(=O)n(-c5ccc(/C(C)=N\O)cc5)c(=O)c4cc3c2=O)cc1 | 103 | 111 | 96 | 105 | 101 | 95 | 102 | 106 | 103 |
| CN(C)S(=O)(=O)c1ncc2[nH]cnc2n1 | 105 | 106 | 100 | 95 | 119 | 100 | 108 | 102 | 108 |
| CC(Nc1c(C#N)cnc2ccc(-c3cncc(-c4n[nH]c(=O)o4)c3)cc12)c1ccccc1 (centres undefined) | 17 | -6.0* | 11 | 20 | 26 | 7.1* | 19 | 0.1* | 10 |
| COc1ccc(/C(=C2/O[C@@H]([C@H]3COC(C)(C)O3)[C@H]3OC(C)(C)O[C@@H]23)c2cc(OC)c(OC)c(OC)c2)cc1O | 5.7* | 121 | 28 | 113 | . | 24 | . | 78 | 33 |
